CBFb-RUNX1 inh – CBF-beta/RUNX1 interaction disruption; Q01196+Q13951; AlphaScreen CBFb-His/RUNX1-biotin binding, biochemical; Potency, µM (top dose mostly 59.8 µM), without a hit: at the top dose activity, negative = inhibition, hits mostly inhibitors; 230,000 tested, under 10 active; AID 1477; also: % of control where 0% means no effect
Target sequence (Q01196 whole entry, looked up): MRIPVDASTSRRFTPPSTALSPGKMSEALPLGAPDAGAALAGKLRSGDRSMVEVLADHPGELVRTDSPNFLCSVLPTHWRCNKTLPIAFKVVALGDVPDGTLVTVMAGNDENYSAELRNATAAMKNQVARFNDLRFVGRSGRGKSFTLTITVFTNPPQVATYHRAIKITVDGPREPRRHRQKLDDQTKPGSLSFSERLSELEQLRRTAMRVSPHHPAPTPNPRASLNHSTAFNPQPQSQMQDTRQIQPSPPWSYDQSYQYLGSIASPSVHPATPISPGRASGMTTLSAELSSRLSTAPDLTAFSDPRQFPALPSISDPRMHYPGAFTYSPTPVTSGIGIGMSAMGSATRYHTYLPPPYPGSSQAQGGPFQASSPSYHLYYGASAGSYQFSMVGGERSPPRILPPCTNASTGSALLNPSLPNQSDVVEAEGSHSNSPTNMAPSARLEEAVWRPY
Target sequence (Q13951 whole entry, looked up): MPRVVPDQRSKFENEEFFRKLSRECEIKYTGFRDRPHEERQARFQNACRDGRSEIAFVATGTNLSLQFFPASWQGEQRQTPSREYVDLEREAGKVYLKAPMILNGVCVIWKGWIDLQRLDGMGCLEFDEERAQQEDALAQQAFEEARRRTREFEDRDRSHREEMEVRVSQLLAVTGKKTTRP
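Room-temperature protein-protein interaction test with 30 nM each of His-tagged CBF-beta and biotinylated RUNX1, 15 min with compound, then 90 min with nickel plus streptavidin beads. Signal read in AlphaScreen mode.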
KinaseGlo FLuc – Kinase-Glo luciferase inhibition (counter-screen) | Kinase-Glo luciferase, ATP luminescence, 8 min | Potency, µM (titrated, usually from 38.3 µM), for the others: at the top dose activity change, negative = inhibition, usual class: inhibitors | Q27757 | AID 1379 | 0.28% of 200,000 active; also: potency is read from the fitted curve at half-maximal effect; % is scaled to controls: 0 for no effect and ±100 for the full control effect; nearly all actives have a fitted effect of over 60% in size
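Recombinant Kinase-Glo luciferase, 10 uM ATP (linear range), luciferin; imidazole pH 7.2 / KCl / MgCl2 / Tween / BSA buffer; 8 min RT; luminescence.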
HTT cytoprotect – protects HTT-Q103 PC12 cells, measured by ATP. PC12 HTT-Q103 induced, cytoprotection, ATP luminescence, 40 h. 0.14% of 230,000 active. Potency, µM (titrated, usually from 56.4 µM), for inactives: cytoprotection (ATP increase), actives largely listed as activators. AID 1471;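 also: potency is read from the fitted curve at half-maximal effect; % of control where 0% means no effect; nearly all actives have a fitted effect of over 45% in size; toxic huntingtin expression switched on by the ecdysone agonist tebufenozide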
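PC12 cells with ecdysone-inducible HTT exon 1 Q103-GFP, induced with 100 nM tebufenozide and co-treated with library compounds in a dose series (1536-well, 1500 cells/well). Cytoprotection read as ATP content by ATPlite luminescence.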
HTT aggregate – mutant huntingtin aggregation inhibition; PC12 HttQ103-GFP aggregates, Acumen cytometry, 40 h; Potency, µM (titrated, usually from 46.1 µM), for the others: at the top dose activity change, negative = inhibition, most hits filed as inhibitors; 1.1% of 220,000 active; also: potency is read from the fitted curve at half-maximal effect; % is scaled to controls: 0 for no effect and ±100 for the full control effect; nearly all actives have a fitted effect of over 60% in size
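Aggregate formation scored by laser-scanning cytometer (488 excitation, 500–530 emission) in lysed PC12 cells expressing Q103-GFP after 100 nM tebufenozide induction; library tested in dose series, with ATPLite reagent added in the multiplex.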
IMPase Li cell – IMPase inhibition in cells with lithium potentiation. Potency, µM (highest dose often 59.4 µM), for the others: at the top dose activity, negative = IMPase inhibition, most hits filed as inhibitors. AID 1457. CHO-M1 cells, IP1 TR-FRET (IP-One), carbachol + lithium. 0.35% of 210,000 active;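 also: IP1 builds up when IMPase is blocked and the TR-FRET signal falls; potency is read from the fitted curve at half-maximal effect; plate controls were basal vehicle for no effect and high inhibitor control for full effect; nearly all actives have a fitted effect of over 50% in size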
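Test compounds were applied to CHO-M1 cells previously cultured for 16–30 h at 2000 per well. A small lithium amount accompanied them; after 30 min at 37C, IP1 was quantified by TR-FRET.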
SMN2 splice enh – enhancers of SMN2 splice variant expression. Potency, µM (doses to about 46.1 µM), without a hit: top-dose activity change, positive = activation, usual class: activators. 2.8% of 210,000 active. HEK293 SMN2-luciferase splicing reporter, luminescence, 30-36 h; also: potency is read from the fitted curve at half-maximal effect; % of control where 0% means no effect; nearly all actives have a fitted effect of over 55% in size
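qHTS luciferase splicing reporter: luminescence rises when SMN2 exon 7 is included in transfected HEK293 cells. Compound exposure lasted 30-36 h at 37C, with 4.5 mM final sodium butyrate as control, followed by a ONE-Glo read.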
Lamin A splicing – modulators of lamin A splicing. HeLa LMNA splicing GFP/RFP minigene ratio, 48 h. Potency, µM (doses to about 46.1 µM), for inactives: top-dose ratio change, negative = inhibition, actives largely listed as inhibitors. 0.01% of 200,000 active; active = well fitted inhibition curve with a large enough effect in the signal ratio, with a control signal flat, not every such curve was filed as active; inconclusive = small, poorly fitted or top-dose-only effect, or effect the other way, or a change in a side signal; the % refers to the signal ratio; also: potency is read from the fitted curve at half-maximal effect; % is scaled to controls: 0 for no effect and ±100 for the full control effect
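S3 HeLa stable clones carrying a lamin A-EGFP splicing minigene plus DsRed2 were seeded at 600 cells/well in Opti-MEM with 2% FBS, pin-dosed and incubated 48 h at 37°C. Acumen cytometry (488 nm) gave the GFP/RFP total-intensity ratio.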
* marks the source's active call; other numbers are inactive results; u = inconclusive; x = not tested or not shown; [ ] = dose if it differs, or a comment. Unless noted, calls follow the shape of the dose curve; as a rule, active = well fitted curve in the direction sought with a large enough effect; inconclusive = small, poorly fitted or top-dose-only effect, or another doubt; inactive = no such curve, though single readings can be large; an effect the other way counts as inactive or inconclusive.

SMILES	CBFb-RUNX1 inh	KinaseGlo FLuc	HTT cytoprotect	HTT aggregate	IMPase Li cell	SMN2 splice enh	Lamin A splicing
CCC1CCCCN1C(=O)c1sc2nc(C)nc(N(CC)CC)c2c1C (centres undefined)	1%	-2%	4%	-24%	2%	-53%[inhibitor]	u
COc1ccccc1C1CC(c2ccc(F)cc2)Nc2ncnn21 (centres undefined)	4%	2%	2%	-17%	30%[38.3 µM]	10%	1%
O=C(NCc1ccc2c(c1)CCO2)Nc1cccc(C(F)(F)F)c1	8%	x	-2%[10 µM]	-8%[9.22 µM]	x	x	x
Cc1cccc(C)c1NC(=O)CSCCO	-4%	0%	-5%[10 µM]	1%	-1%[38.3 µM]	-3%	2%
O=S(=O)(c1ccc2c(c1)CCCN2)N1CCCC2CCCCC21 (centres undefined)	7%	x	-8%[10 µM]	8%[9.22 µM]	x	x	x
N#Cc1cccc(NC(=O)N2CC[C@@]3(CCCN(C(=O)c4cc(C(F)(F)F)cc(C(F)(F)F)c4)C3)C2)c1	x	-4%	-10%	x	12%	-18%	x
CCC(=O)NNc1ncnc2c1cnn2-c1ccccc1	-6%	-2%	-37%[inhibitor]	-5%	-9%	19%	x
CCN(CCCNC(=O)C1CCCN(S(=O)(=O)CC)C1)c1cccc(C)c1 (centres undefined)	3%	2%	-19%	-9%	7%[38.3 µM]	-4%	-6%
CCN(CCO)Cc1cn[nH]c1-c1ccc(C)c(C)c1	3%	0%	7%	1%	-2%[38.3 µM]	-17%	1%
CCN(CC)S(=O)(=O)c1ccc(N2CCOCC2)c(NC(=O)Cc2ccccc2F)c1	1%	-2%	-3%[10 µM]	7%[9.22 µM]	8%	-2%[1.84 µM]	u
CCOC(=O)c1cnc2ccc(C(=O)OC)cc2c1NCCc1ccc(OC)c(OC)c1	7%	-1%	-16%[10 µM]	0%	-13%	-15%	-15%
CCn1c(C)nc2cc(C(=O)N/N=C/c3ccc(O)c(O)c3O)ccc21	-16%	-4%	-26%	12%[9.22 µM]	8%	-18%	x
COc1ccc(/C=C(\NC(=O)c2ccc(C)cc2)C(=O)NCC2CCCO2)cc1 (centres undefined)	-6%	2%	-30%[inhibitor]	-9%	-20%	8%	x
CCCCNC(=O)CCCn1c(=S)[nH]c2cc3c(cc2c1=O)OCO3	5%	0%	-1%[0.074 µM]	7%	4%[38.3 µM]	23%	-10%
COc1ccccc1/C=N/NC(=O)CC(=O)NC1CCCCC1	-4%	x	-29%	6%	-9%	x	x
Cc1nc2ccccn2c1C(=O)CSc1ccccc1	4%	1%	-28%	u	-4%	-36%[inhibitor]	30%[9.22 µM]
Nc1nnc(CC2=CCCCC2)s1	10%	-2%	1%	2%	16%[38.3 µM]	1%	12%
CCOC(=O)/C(=C/c1ccc(OC)cc1)NC(=O)c1ccco1	3%	-1%	21%[10 µM]	3%	-3%	-3%	-9%
Cc1cc(C)n(-c2nnc(NC(C)(C)C)nn2)n1	-6%	-21%	x	-7%	-2%	13µM*	-12%
COc1cc(SC)ccc1C(=O)Nc1cc(C)ccn1	5%	-14%	-126%[inhibitor]	6%	3%	2.2µM*	-20%[46 µM]
CCN(CC)S(=O)(=O)c1cccc(NC2=NCC(C)S2)c1 (centres undefined)	16%	-1%	-43%[inhibitor]	-26%	18%	-5%	4%[46 µM]
O=C(NCc1nc2ccccc2[nH]1)C1=C[C@H](C2CC2)C[C@H](OCc2ccc(CO)cc2)O1	-1%	x	15%[10 µM]	u	x	x	x
COc1ccc2c(c1)O[C@@H](c1cccc(C(F)(F)F)c1)[C@H](OC(=O)N[C@H](C)C1CCCCC1)C2=O	11%	-1%	-6%	x	8%	8%	x
CCOC(=O)N1CCC(N2C(=O)c3ccc(C(=O)O)cc3C2=O)CC1	1%	0%	-10%	-11%[9.22 µM]	26%[38.3 µM]	1%	15%
Cc1ncc(C[n+]2csc(CCO)c2C)c(N)n1	-10%[21.7 µM]	-1%[17.1 µM]	-12%[40.3 µM]	-10%[20.6 µM]	0%	3%[20.6 µM]	u
CCNC(=O)C(=O)Nc1ccc(OC)c(Cl)c1	6%	1%	28%[10 µM]	u	-1%	9%	-1%[46 µM]
O=C(COn1nnc2ccc(Cl)cc21)NC12CC3CC(CC(C3)C1)C2	-1%	3%	-24%	0%[9.22 µM]	31%[activator][38.3 µM]	-15%	1%
COc1ccc(S(=O)(=O)N2CCCC(C(=O)Nc3ccc(OC)c(OC)c3)C2)cc1 (centres undefined)	-7%	-1%	-11%	-10%	4%[38.3 µM]	-21%	u
Cc1ccc(NC(=O)c2cccc(S(C)(=O)=O)c2)cc1	8%	-3%	x	7%	-11%	u	x
O=C(CSc1nnc(-c2ccccc2)n1Cc1ccco1)Nc1ccc2c(c1)OCCO2	-11%	-2%	-14%	15%	-7%[38.3 µM]	1%	12%
CC(=O)c1ccc(NC(=O)CSCCO)cc1	0%	-1%	-3%	0%	20%[38.3 µM]	8%	3%
CC(Cc1ccccc1)NC(=O)/C=C/c1ccc([N+](=O)[O-])cc1 (centres undefined)	-5%	-4%	15%[10 µM]	2%	2%	-5%	6%
COc1ccc(NC(=O)CSc2nnc(-c3ccccc3)n2Cc2ccco2)cc1OC	-1%	-1%	11%	0%	-1%[38.3 µM]	9%	9%
Cc1ccc2cc(/C=N/NC(=O)c3ccc(F)cc3)c(Cl)nc2c1	-1%	2%	14%	18%	-4%	-22%	x
Cc1ccc2nc(N3CCCCC3)c(C=O)c(=O)n2c1	2%	-2%	6%[10 µM]	9%[9.22 µM]	5%	22%	x
C=CCN1C(=O)CN=C1Nc1cc(C)ccc1C	13%	5%	-8%[10 µM]	21%	6%[38.3 µM]	-16%	10%
CCOC(=O)Cc1csc(NC(=O)/C=C\c2ccccc2)n1	5%	-10%	-134%[inhibitor]	10%	8%	4%	-5%[46 µM]
CNC(=S)/N=C/NOCc1ccc(Cl)cc1Cl	0%	-2%	-33%[10 µM]	7.9µM*	10%	-41%[inhibitor]	-10%[46 µM]
Cc1ccc(CNC(=O)c2ccc3c(c2)NC(=O)C(N2CCOCC2)S3)cc1 (centres undefined)	3%	-1%	x	3%	-6%	0%	x
Cc1cccc(C(=O)O/N=C(\c2ccccc2)c2cccnc2)c1	11%	-1%	4%[10 µM]	1%	3%	-16%	-13%
CN(C)C(=O)c1ccccc1Sc1cc(Cl)ccc1Cl	3%	7%	0%	9%	16%[38.3 µM]	1%	13%
O=C(c1ccccc1Sc1ccc([N+](=O)[O-])cc1Cl)N1CCOCC1	-2%	3%	x	16%	10%	1%	u
CC(=O)N1CCC(=NNc2ncc(C(F)(F)F)cc2Cl)CC1	-18%	-3%	-6%	14%	4%	-20%	x
Cc1cc(NC(=O)CSc2nnc(C3CC3)n2-c2ccccc2)no1	2%	0%	-17%[10 µM]	0%	5%	-5%	x
COC(=O)CN1C(CN2CCOCC2)=Nc2ccc(Br)cc2C1c1ccccc1 (centres undefined)	-2%	x	5%[10 µM]	6%[9.22 µM]	x	x	x

Full records, looked up by structure:
`CNC(=S)/N=C/NOCc1ccc(Cl)cc1Cl` is entered as CBFb-RUNX1 inh = 0%; KinaseGlo FLuc = -2%; HTT cytoprotect = -33%[10 µM]; HTT aggregate = 7.9µM*; IMPase Li cell = 10%; SMN2 splice enh = -41%[inhibitor]; Lamin A splicing = -10%[46 µM]
`C=CCN1C(=O)CN=C1Nc1cc(C)ccc1C` is entered as CBFb-RUNX1 inh = 13%; KinaseGlo FLuc = 5%; HTT cytoprotect = -8%[10 µM]; HTT aggregate = 21%; IMPase Li cell = 6%[38.3 µM]; SMN2 splice enh = -16%; Lamin A splicing = 10%

Exported in CSV form: part of the list above
canonical_smiles,CBFb-RUNX1 inh,KinaseGlo FLuc,HTT cytoprotect,HTT aggregate,IMPase Li cell,SMN2 splice enh,Lamin A splicing
Cc1nc2ccccn2c1C(=O)CSc1ccccc1,4%,1%,-28%,u,-4%,-36%[inhibitor],30%[9.22 µM]
Nc1nnc(CC2=CCCCC2)s1,10%,-2%,1%,2%,16%[38.3 µM],1%,12%

Gathered by group, the compounds so far with a furan ring, fused or not (3)
SMILES	CBFb-RUNX1 inh	KinaseGlo FLuc	HTT cytoprotect	HTT aggregate	IMPase Li cell	SMN2 splice enh	Lamin A splicing
CCOC(=O)/C(=C/c1ccc(OC)cc1)NC(=O)c1ccco1	3%	-1%	21%[10 µM]	3%	-3%	-3%	-9%
O=C(CSc1nnc(-c2ccccc2)n1Cc1ccco1)Nc1ccc2c(c1)OCCO2	-11%	-2%	-14%	15%	-7%[38.3 µM]	1%	12%
COc1ccc(NC(=O)CSc2nnc(-c3ccccc3)n2Cc2ccco2)cc1OC	-1%	-1%	11%	0%	-1%[38.3 µM]	9%	9%

Next part
SMILES	CBFb-RUNX1 inh	KinaseGlo FLuc	HTT cytoprotect	HTT aggregate	IMPase Li cell	SMN2 splice enh	Lamin A splicing
C=CCSC1=N/C(=C\c2cc(OCC)c(OC(C)=O)c([N+](=O)[O-])c2)C(=O)S1	-4%	u	-16%[10 µM]	0%	0%	u	8%
Cc1cc2oc(C(=O)N(Cc3cccs3)C3CCS(=O)(=O)C3)cc(=O)c2cc1Cl (centres undefined)	10%	x	6%[10 µM]	14%[9.22 µM]	x	x	x
CCOC(=O)Nc1ccc(S(=O)(=O)NCc2ccccc2)cc1	-2%	-2%	-23%	-18%	1%[38.3 µM]	-28%	9%
Nn1c(SCc2nc3ccccc3[nH]2)nnc1-c1cccnc1	2%	-4%	7%	26%[9.22 µM]	0%[38.3 µM]	-2%	1%
COc1cccc(-c2nc3cc(C)ccc3o2)c1	12%	u	-30%	-4%	-6%[38.3 µM]	11µM*	4%
CCOC(=O)C1=C(CC)Nc2ccccc2N/C1=N\S(=O)(=O)c1ccc2ccccc2c1	-5%	-1%	x	u	11%	-5%	x
NC(=O)c1nc(N2CCOCC2)nc(N2CCOCC2)n1	-5%	4%	-9%	u	10%[38.3 µM]	10%	-18%
CCn1nnc(NC(=O)c2cc(Cl)c(OC)c(Cl)c2)n1	2%	2%	7%	12%	-4%[38.3 µM]	-5%	-3%
C/C(=N\Nc1ccc([N+](=O)[O-])cc1[N+](=O)[O-])c1ccc(-n2nncc2C(C)(C)C)cc1	-16%	-1%	7%[10 µM]	-14%	5%	-24%	-9%
